Screening data from PubChem BioAssay.
Hep lipid drop: modulators of hepatic lipid droplet formation; AID 1656; 0.4% of 240,000 active; AML12 mouse hepatocytes, oleate lipid droplets, BODIPY imaging; inhibition, % at 6.5 µM;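 active = lipid droplet intensity inhibited by at least 50%, with more than 500 cells counted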
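Assay system: AML12 mouse liver cells | Compound: 6.5 µM single-point dosing | Schedule: Overnight exposure | Technique: Fluorescence imaging, 20x objective, two fields per well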
T cell HTS: T cell immune modulators affecting CD8 T cell-vesicle binding | calls only at 7 µM | 2C CD8+ T cell-vesicle binding, flow cytometry; active compounds read low | 0.068% of 330,000 active;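 active = response, share of CD8 T cells binding vesicles, and their 90th percentile fluorescence all below set limits, cut at about 80% in these data, passing the limit was not always enough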
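Assay system: 2C TCR transgenic mouse naive CD8+ T cells, MACS-purified | Read-out: CD8+ gate FL2 mean fluorescence as % of same-row positive control | Signal: High-throughput flow cytometry with anti-B7-1 and anti-CD8 staining | Timing: Binding step 1.5 h, 37 °C, antibody labelling 20 min, ice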
human PMI inhibitors: human PMI inhibitors, high substrate, primary screen, biochemical, fluorescence intensity, high mannose 6-phosphate (AID 1220); recombinant PMI enzyme, coupled fluorescence intensity; higher % means a stronger effect; inhibition, % at 20 µM; hits with a dose series show IC50 in µM; 0.66% of 190,000 active
PMI inhibitors: inhibitors of human PMI, primary screen, biochemical, fluorescence intensity, coupled assay (AID 1209); purified PMI enzyme, coupled fluorescence intensity; higher % means a stronger effect; 0.42% of 190,000 active; one-dose inhibition, % at 20 µM; IC50 in µM for titrated hits;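 also: plate controls were DMSO vehicle for no effect and wells lacking substrate for full effect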
b-catenin transl: beta-catenin nuclear translocation modulation. HeLa beta-catenin nuclear translocation, immunofluorescence imaging. nuclear translocation activity, % at 5 µM. 0.3% of 190,000 active. AID 1665;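 active = nuclear translocation activity above 50% at 5 µM, with a well cell count of 50 or more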;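 also: per-cell ratio of nuclear to cytoplasmic median beta-catenin stain intensity; plate controls were DMSO negative control for no effect and GSK-3 inhibitor IX positive control for full effect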
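test system = HeLa cells, endogenous beta-catenin | dosing = single 5 µM dose plus 0.02–20 µM confirmation series | times = compound treatment 24 h, 37°C, 5% CO2 | technique = beta-catenin immunofluorescence imaging with DAPI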
Autophagy mod: autophagy modulation, high-content screen; MEF GFP-LC3 puncta imaging; test concentration mostly 10 µM; calls only at 10 µM (by protocol); 0.98% of 190,000 active;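 active = percentage of spot-positive cells more than 3 SD above its plate mean, without a fluorescence outlier flag or 80% toxicity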;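 also: spot-positive cell cutoff set from DMSO-treated cells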
TNAP activators: stimulation of alkaline phosphatase TNAP activity – biochemical, luminescent, no phosphate acceptor, uHTS, primary screen (AID 1001); purified TNAP, luminescent activation assay, no phosphate acceptor; higher activation fold means a stronger effect; activation fold at 20 µM, or EC50 in µM where a hit was titrated; 0.03% of 200,000 active; in the data active = activation fold from about 3, or a potency from the dose series; inactive = the rest, 99 in 100 with activation fold below about 1.6; also: many of its hits are not listed in these tables
Ins promoter up: MIN6 insulin promoter up-regulation; z-score at 5 µM; AID 1625; MIN6 insulin promoter-GFP reporter, high-content imaging; active compounds read high; 0.3% of 190,000 active;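 active = z-score above 3 at 5 µM with at least 500 cells counted in the well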
MT stabilizer: microtubule stabilizers in HeLa cells; HeLa tubulin immunostaining HCS, 24 h; share of cells brighter than vehicle mean+2SD; % tubulin-high responders, % at 10 µM; 0.83% of 200,000 active; AID 2205;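 active = plate Z-score above 3 for both tubulin-high and condensed-nucleus cell shares, with cell loss under 80%, at 10 µM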;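 also: anti alpha tubulin signal scored within the nucleus-defined area of each cell; some results filed as inactive read as strong as hits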
Ins promoter up cell count: second read-out of Ins promoter up, no call of its own (marks repeat the call); cell count; measured here: cytotoxicity, nuclei count;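 total cells summed across four imaged fields per well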
Hep lipid drop cells 6.5 µM: second read-out of Hep lipid drop, no call of its own (marks repeat the call); cell count; measured here: cell count, cytotoxicity flag;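 cells counted across two imaged fields per well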
b-catenin transl cell count 5 µM: further read-out of b-catenin transl, marked with its call; cell count; measured here: cell count, cytotoxicity flag
T cell HTS vesicle-bound %: further read-out of T cell HTS, marked with its call; double positive events, %; measured here: CD8+ vesicle-bound cell fraction;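 binding gate set so that unloaded-vesicle control wells show 10% double positive cells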
MT stabilizer Hoechst-high %: also measured in MT stabilizer; calls as there; % Hoechst-high responders; measured here: nuclear condensation Hoechst responders;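 share of cells brighter than vehicle mean plus two SD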
MT stabilizer cytotoxicity %: also measured in MT stabilizer; calls as there; toxicity, %; measured here: cytotoxicity by cell density;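 0% = mean cell density of plate MIN control wells and 100% = no cells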
Autophagy mod cell loss 18 h: further read-out of Autophagy mod, marked with its call; toxicity, %; measured here: cell loss, nuclei count;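 cell loss after 18 h compound exposure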
Starred values were filed as active, the others as inactive; i = inactive; · = no result given. Rule as the data show it, unless noted: active = inhibition above about 50%; inactive = the rest. Outcome played no part in choosing rows; any-hit rate near 2.9%.

Start of the data: the first two compounds, ahead of the listing:
Compound,Hep lipid drop,Hep lipid drop cells 6.5 µM,T cell HTS,T cell HTS vesicle-bound %,human PMI inhibitors,PMI inhibitors,b-catenin transl,b-catenin transl cell count 5 µM,Autophagy mod,Autophagy mod cell loss 18 h,TNAP activators,Ins promoter up,Ins promoter up cell count,MT stabilizer,MT stabilizer Hoechst-high %,MT stabilizer cytotoxicity %
CCOc1ccccc1C(=O)N(CCC(=O)OC)c1ccccn1,4,657,i,15,4%,5%,0.5,1108,i,-2,1.1,0.03,1738,2.3,2.0,8.2
Cc1onc(-c2ccccc2Cl)c1C(=O)Nc1ccc(S(=O)(=O)Nc2nccs2)cc1,-7,678,i,41,2%,3%,0.5,890,i,26,1.1,·,·,5.2,1.0,9.6

Results, repeating the preview:
Compound,Hep lipid drop,Hep lipid drop cells 6.5 µM,T cell HTS,T cell HTS vesicle-bound %,human PMI inhibitors,PMI inhibitors,b-catenin transl,b-catenin transl cell count 5 µM,Autophagy mod,Autophagy mod cell loss 18 h,TNAP activators,Ins promoter up,Ins promoter up cell count,MT stabilizer,MT stabilizer Hoechst-high %,MT stabilizer cytotoxicity %
CCOc1ccccc1C(=O)N(CCC(=O)OC)c1ccccn1,4,657,i,15,4%,5%,0.5,1108,i,-2,1.1,0.03,1738,2.3,2.0,8.2
Cc1onc(-c2ccccc2Cl)c1C(=O)Nc1ccc(S(=O)(=O)Nc2nccs2)cc1,-7,678,i,41,2%,3%,0.5,890,i,26,1.1,·,·,5.2,1.0,9.6
CCNC(=O)CSc1nnc(C2CC2)n1-c1ccccc1,·,·,i,31,-5%,0%,-1.8,1465,i,14,1.1,-0.7,1568,2.3,1.4,0.7
COC(=O)c1cc(Br)c(=O)n(-c2ccccn2)c1,·,·,i,40,-2%,-7%,-6.1,1051,i,13,1.1,0.01,1144,4.2,2.9,16
CC(=O)OC1c2ccccc2C(=O)N1Cc1ccccc1Cl (stereo not given),12,680,i,28,19%,18%,2.3,1032,·,·,1.1,1.3,1933,4.1,2.5,5.8
CN1C(=O)CC(N2CCN(CCN=CC3=C(O)CC(C)(C)CC3=O)CC2)C1=O (stereo not given),·,·,i,48,2%,-8%,-4.6,799,i,29,1.1,0.26,1361,0.8,2.0,4.9
COCCCNC(=O)c1cc(C)nc2ccc(F)cc12,-8,500,i,31,-16%,-3%,·,·,i,7,1,·,·,2.8,1.3,26
COc1ccccc1C(=O)Nc1ccc2c(c1)nc(CCNC(C)=O)n2C,-10,673,i,16,11%,6%,-1.4,1032,i,-5,1.1,-0.21,1234,2.7,2.2,8.1
O=S(=O)(c1cccc(S(=O)(=O)N2CCC(n3nnc4ccccc43)CC2)c1)N1CCCCC1,·,·,i,30,4%,-3%,-1.0,1121,i,0,1,0.29,1264,2.2,1.1,1.7
CCNS(=O)(=O)c1ccc(NC(=O)c2cccnc2)cc1,4,741,i,20,-2%,-1%,2.0,1160,i,19,1.1,-0.43,1335,6.7,2.1,6.9
Cc1cc(NC(=O)CCC(=O)N(c2ccc(F)cc2)C(C(=O)NC2CCCC2)c2ccncc2)no1 (stereo not given),·,·,i,35,5%,2%,·,·,i,0,1,·,·,2.5,1.4,4.8
O=c1c2ccccc2nc2n1CCCCN2,9,809,i,17,-8%,2%,2.5,874,i,-9,1.1,0.36,1327,2.9,1.9,27
COc1ccc(N2CCN(C(=S)NCc3ccc(C)cc3)CC2)cc1,2,685,i,32,6%,3%,-5.9,1084,i,26,1.1,-0.16,1578,4.3,2.1,8.7
CC(C)c1nnc(NC(=O)CC(=O)Nc2ccccc2C(=O)O)s1,·,·,i,42,2%,-4%,-3.5,914,i,-2,1.1,1.5,1156,5.6,1.2,3.3
O=C(CN1C(=O)c2ccccc2C1=O)NCC(=O)OCC(=O)c1cccc([N+](=O)[O-])c1,8,683,i,38,-19%,-23%,-2.2,1124,i,-3,1.1,0.12,1232,3.6,3.6,3.2
Cc1cccc(N2CCN(C(=O)c3ccc(CS(=O)(=O)c4ccccc4C)o3)CC2C)c1 (stereo not given),·,·,i,22,13%,8%,109*,324*,i,40,0.9,-0.47,663,19*,29*,55*
O=C(Nc1ccc2c(c1)OCO2)N1CCN(c2ccccc2Cl)CC1,8,775,i,12,0%,0%,·,·,i,-1,1.1,·,·,3.2,2.2,2.2
CC1(C)CC(=O)C(C=Nc2ccccc2Sc2ccccc2)=C(O)C1,13,797,i,44,7%,10%,-3.2,1241,i,0,1.1,-0.24,1012,1.6,1.3,1.8
COc1cc(/C=C2/C(=N)N3C=CSC3=NC2=O)ccc1OCCOc1ccc(NC(C)=O)cc1,4,680,i,56,-5%,-4%,0.0,1155,i,2,1.1,-0.31,1245,1.8,1.0,6.8
CSc1nc(C)[nH]c(=O)c1C#N,-2,734,i,28,·,·,-1.5,1077,·,·,·,0.54,1430,·,·,·
CC(C)OC(=O)CC(NC(=O)OC(C)(C)C)c1ccccc1 (stereo not given),1,730,·,·,-12%,-10%,·,·,i,4,1,0.76,1207,2.2,2.1,5.6
CN(C)NC(=O)c1ccc([N+](=O)[O-])s1,11,731,i,23,·,·,-4.7,1158,·,·,·,-0.18,1412,·,·,·
Cc1c(-c2cccc(NC(=O)c3cccs3)c2)nc2ncccn12,13,649,i,28,-7%,-2%,-3.4,1086,i,-40,0.9,-0.12,1429,4.9,2.4,12
Cc1nn(-c2ccccc2)c(Cl)c1/C=N/NC(=O)c1ccccc1NS(=O)(=O)c1cccs1,5,664,i,50,15%,10%,-0.4,524,i,3,1.1,-0.18,1313,4.1,2.6,6.0
COCCNC(=O)c1cc2ncc(Br)cn2n1,15,802,i,54,-2%,-2%,-3.7,1154,i,-11,1.1,-0.47,794,1.7,2.0,2.4

(continued)
Compound,Hep lipid drop,Hep lipid drop cells 6.5 µM,T cell HTS,T cell HTS vesicle-bound %,human PMI inhibitors,PMI inhibitors,b-catenin transl,b-catenin transl cell count 5 µM,Autophagy mod,Autophagy mod cell loss 18 h,TNAP activators,Ins promoter up,Ins promoter up cell count,MT stabilizer,MT stabilizer Hoechst-high %,MT stabilizer cytotoxicity %
CC1CCCN(S(=O)(=O)c2ccc(Br)s2)C1 (stereo not given),-10,744,i,55,11%,2%,-0.8,638,i,6,1.1,0.3,1278,2.9,2.6,9.1
NS(=O)(=O)c1ccc(NC(=S)N2CCN(c3ccccc3Cl)CC2)cc1,9,669,i,26,2%,2%,-1.3,538,i,22,1.2,0.01,1264,2.3,1.9,4.2
Brc1cc2c(cc1COc1ccc(-c3nn[nH]n3)cc1)OCO2,0,765,i,36,-25%,-42%,2.2,482,i,0,1,0.62,1226,3.9,2.3,3.4
O=C(COC(=O)/C=C/c1ccc(F)cc1)Nc1cc(C(F)(F)F)ccc1N1CCOCC1,-25,632,i,62,10%,18%,-2.3,1134,i,3,1.1,-0.79,1454,1.3,2.0,4.9
COCCCNC(=S)N(Cc1ccccc1)Cc1nc2ccccc2c(=O)[nH]1,3,636,i,6,-5%,6%,-0.5,962,i,-5,1.1,·,·,2.0,3.0,3.6
NC(=O)c1c(NC(=O)c2cnccn2)sc2c1CCCC2,0,673,i,52,-1%,28%,-1.9,1093,i,-4,1.2,-0.62,1369,8.8,2.2,9.3
CC1=NN(c2cccc(C(=O)O)c2)C(=O)/C1=C\C=C/c1ccccc1,-7,663,·,·,-5%,-12%,0.2,1062,i,2,1.2,0.24,1048,3.1,1.0,3.9
O=C(NCc1ccco1)C(=O)NCC1OCCN1S(=O)(=O)c1ccccc1 (stereo not given),0,714,i,32,10%,6%,-1.2,620,i,20,1.1,0.22,1272,3.7,1.8,3.8
Cc1ccc(-n2c(=O)[nH]cc(C(=O)N3CCc4ccccc43)c2=O)cc1C,9,641,i,36,5%,3%,0.3,1081,i,16,1.1,-0.26,2104,4.1,3.5,6.5
C/C(N)=C(/C#N)C(=O)COC(=O)CC12CC3CC(CC(C3)C1)C2,6,770,i,45,12%,11%,-2.5,1238,i,1,1.1,-1.2,847,1.6,1.4,5.5
COc1ccccc1N=c1oc2cc(O)ccc2cc1C(=O)NCC1CCCO1 (stereo not given),·,·,i,25,-7%,2%,0.2,1348,i,0,1,-0.26,1530,1.0,2.2,4.2
O=C(NNc1c2ccccc2nc2ccccc12)C(O)c1ccccc1 (stereo not given),1,695,i,17,·,·,0.2,1408,·,·,·,0.63,1005,·,·,·
CCCCc1cc(=O)oc2cc(OCc3cc(OC)c(OC)c(OC)c3)c(Cl)cc12,12,679,i,30,2%,9%,0.5,1000,i,-17,1,-0.13,1795,2.9,0.9,5.6
